# PHOSPHO1 block: PubChem AID 1565; Phosphoethanolamine/phosphocholine phosphatase (Homo sapiens), Q8TCT1; recombinant PHOSPHO1, absorbance phosphatase assay; inhibition, % at 13.3 µM; actives 1.1% (n = 290,000); in the data active = inhibition above about 60%
# Target sequence (Q8TCT1 whole entry, looked up): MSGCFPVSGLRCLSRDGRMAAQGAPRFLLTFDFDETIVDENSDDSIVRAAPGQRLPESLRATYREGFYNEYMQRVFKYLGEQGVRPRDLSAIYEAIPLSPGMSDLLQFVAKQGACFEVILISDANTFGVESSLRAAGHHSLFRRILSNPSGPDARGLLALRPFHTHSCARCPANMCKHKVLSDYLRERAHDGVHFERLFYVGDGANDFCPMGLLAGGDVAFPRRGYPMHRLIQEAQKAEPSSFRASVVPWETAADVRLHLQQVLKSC
# DNA FID counter: compounds displacing fluorescent DNA intercalator, primary screen, artefact control for HCV NS3 helicase inhibitor project, biochemical, FID fluorescence; DNA fluorescent intercalator displacement; inhibition, % at 7.9 µM; actives 0.17% (n = 290,000); in the data active = inhibition above about 37%;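 also: 0% = vehicle and 100% = reference compound; higher means more ethidium bromide displaced from hairpin DNA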
# NALP1 inh: NALP1 inflammasome inhibitors in reconstituted yeast, colorimetric, S. cerevisiae, triplicate retest; S. cerevisiae NALP1/ASC/caspase-1 growth, X-gal OD620, 72 h; actives 0.61% (n = 280,000); inhibition, % at 10 µM; in the data active = inhibition mostly above about 24%, no sharp cut-off; inactive = mostly below about 32%; also: some compounds called inactive have numbers as strong as hits
# OXTR ag: human OXTR agonists, primary screen, fluorescence, CHO-OTR cells, Fluo-8 calcium; Oxytocin receptor (Homo sapiens), P30559; Fluo-8 calcium fluorescence; normalized: DMSO 0%, oxytocin 100%; activation, % at 3 µM; actives 0.32% (n = 320,000);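 active = activation above the mean of all tested compounds plus 3 SD, cutoff set per screening run, cut at about 20% in these data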;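 also: peak over basal fluorescence ratio from a 100 s FLIPR kinetic read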
# Target sequence (P30559 whole entry, looked up): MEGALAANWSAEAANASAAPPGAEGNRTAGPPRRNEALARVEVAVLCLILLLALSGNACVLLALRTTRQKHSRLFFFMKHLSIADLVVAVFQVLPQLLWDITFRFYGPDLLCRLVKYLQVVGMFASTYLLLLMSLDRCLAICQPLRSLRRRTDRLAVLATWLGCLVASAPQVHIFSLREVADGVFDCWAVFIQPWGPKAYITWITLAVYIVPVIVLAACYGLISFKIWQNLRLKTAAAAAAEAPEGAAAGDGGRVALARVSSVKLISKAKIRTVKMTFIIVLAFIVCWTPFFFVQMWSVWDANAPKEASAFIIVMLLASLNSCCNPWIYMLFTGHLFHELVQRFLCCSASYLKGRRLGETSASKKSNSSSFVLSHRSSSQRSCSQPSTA
# MEKK2 mut-MEK5: MEK5 binding signal on mutant MEKK2 PB1, primary screen, biochemical, multiplex bead flow cytometry, Alexa488-MEK5; actives 0.35% (n = 290,000); AID 1530, 2009; percent response, % at 10 µM; Alexa488-MEK5 binding to MEKK2 mutant; in the data active = percent response above about 24%, passing the limit was not always enough; also: inactives centre near 1; some results filed as inactive read as strong as hits; reference of the scale not given here
# PfM18AAP inh: PfM18AAP inhibitors, malaria aminopeptidase, primary screen, biochemical, QFRET, recombinant enzyme | inhibition, % at 7.35 µM | actives 1.2% (n = 290,000) | M18 aspartyl aminopeptidase (Plasmodium falciparum 3D7) | H-Glu-NHMec fluorogenic cleavage;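 active = inhibition above the campaign mean inhibition over all tested compounds plus 3 SD, cut at about 28% in these data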;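 also: 0% = plate median of test compound wells and 100% = 2 mM ZnCl2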
# MEKK3 PB1 HTS: modulators of MEKK3-MEK5 PB1 binding, primary screen, biochemical, wildtype MEKK3, multiplex bead flow cytometry, Alexa488-MEK5; bead-based flow cytometry, Alexa488-MEK5 binding to MEKK3; actives lie on both sides; 0 = blocked by unlabeled MEK5, 100 = vehicle; actives 1.4% (n = 290,000); AID 1529, 2009; binding response (% of control), % at 10 µM;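 active = binding response more than 3 SD above or below the average of its plate-row segment, actives on both sides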;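 also: Alexa488 bead fluorescence after subtracting the streptavidin-only scavenger bead signal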
# GPR7 antag: GPR7 receptor antagonists, primary screen, cell-based, fluorescence, single concentration; Neuropeptides B/W receptor type 1 (Homo sapiens), P48145; GPR7-expressing cells, fluorescence antagonist assay; inhibition, % at 4.4 µM; actives 1.1% (n = 290,000); AID 1861, 2009; in the data active = inhibition above about 16%, passing the limit was not always enough;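 also: cells stimulated with the agonist NPW; 0% = agonist with vehicle and 100% = vehicle without agonist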
# Target sequence (P48145 whole entry, looked up): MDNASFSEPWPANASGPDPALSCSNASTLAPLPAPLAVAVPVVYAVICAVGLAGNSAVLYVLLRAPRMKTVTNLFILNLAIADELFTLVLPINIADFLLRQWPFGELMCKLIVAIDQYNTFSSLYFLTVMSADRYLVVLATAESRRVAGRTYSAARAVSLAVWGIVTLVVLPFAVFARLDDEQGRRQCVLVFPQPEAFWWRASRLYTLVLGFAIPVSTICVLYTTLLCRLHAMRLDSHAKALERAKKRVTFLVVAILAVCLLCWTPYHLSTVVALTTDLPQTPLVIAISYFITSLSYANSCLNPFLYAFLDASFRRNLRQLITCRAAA
# MEKK2 WT-MEK5: modulators of MEK5 binding to wildtype MEKK2, primary screen, biochemical, multiplex bead flow cytometry, Alexa488-MEK5 | AID 1531, 2009 | binding response (% of control), % at 10 µM | Alexa488-MEK5 binding to MEKK2 WT; actives lie on both sides | Mitogen-activated protein kinase kinase kinase 2 (Homo sapiens), Q9Y2U5 | actives 1.1% (n = 290,000); in the data active = binding response below about 67% or above about 130%
# The depositor's hits bear a star; nt = no result given. Not a hit list; any-hit rate near 6.2%.
# Values run as follows: PHOSPHO1 block	DNA FID counter	NALP1 inh	OXTR ag	MEKK2 mut-MEK5	PfM18AAP inh	MEKK3 PB1 HTS	GPR7 antag	MEKK2 WT-MEK5
CC(=O)c1cc2c(cc1N/C(=N/S(=O)(=O)c1ccc(Br)cc1)c1ccccc1)OCO2
  -13	-4	-15	-0.7	-13	-4	84	1	82
CC1(C)CC(=O)C(C=NCCN2CCN(C(=O)c3ccc(Br)cc3)CC2)=C(O)C1
  -14	-31	14	-1.5	5	-10	111	-11	104
O=C(CCSCc1cccc(Cl)c1)NCCc1ccccc1
  2	-18	50	-2.3	0	9	134*	3	106
Cc1csc2ncc(C(=O)NCc3ccco3)c(=O)n12
  -1	0	41	-0.1	5	16	106	-6	103
CCOC(=O)c1ccc(NC(=O)c2ccc(NC(=O)c3ccccc3)cc2)cc1
  7	0	-2	0.1	6	-4	104	-12	101
CC(=O)N1CCC(C(=O)Nc2ccccc2)(N(Cc2ccccc2)C(=O)c2cccnc2)CC1
  17	-13	8	0.0	5	-3	103	-2	107
C=CCOn1c(=O)c(-c2ccc(C)cc2)[n+]([O-])c2ccccc21
  11	-3	4	-0.3	3	-2	101	-12	102
O=C(CSc1nnc(CNC(=O)c2ccco2)o1)Nc1ccc(Cl)cc1
  4	-2	18	-0.3	2	-1	101	-14	104
NC1=NC(c2cn(-c3ccccc3)nc2-c2cccs2)n2c(nc3ccccc32)N1 (configuration not stated)
  -48	15	5	-1.1	nt	2	nt	1	nt
O=C(NC1CC2CCCC(C1)N2C(=O)Nc1ccccc1)c1ccccc1 (configuration not stated)
  39	-14	4	-1.2	1	-1	101	-1	100
CCN1C(=O)c2cccc3c(S(=O)(=O)Nc4ccc(O)c(C(=O)O)c4)ccc1c23
  20	-33	2	-0.9	5	9	97	-9	103
CC(=O)Nc1ccc(S(=O)(=O)Nc2nc3c(s2)CCCC3)cc1
  31	-7	2	-0.2	3	3	104	-8	106
COc1ccc(NC(=O)C2=CC(c3ccc(OC)c(OC)c3)=NS(=O)(=O)N2C)cc1
  12	-13	12	7.9	-4	11	101	4	97
S=C1NC[C@H](Cc2ccccc2)N1CCCCC1CCCCC1
  -33	-2	-8	-2.5	4	1	106	-22	105
CCOC(=O)c1cccc(NC(=O)CCc2nnc3ccc(N4CCN(C)CC4)nn23)c1
  43	4	7	-1.1	-1	3	101	-3	98
COc1cc2c(cc1OC)C(C)N(S(=O)(=O)c1cn(C)cn1)CC2 (configuration not stated)
  25	-1	20	-0.6	-10	-11	93	-10	95
CCOc1ccc(Nc2nc3c(c(=O)[nH]2)CCCC3)cc1
  22	-9	-19	-1.0	-1	-2	95	0	95
Oc1oc(-c2ccc(Br)cc2)nc1/C=N/c1ccccn1
  -26	-2	9	-0.1	-3	0	105	0	99
Cc1c(Cl)cccc1NC(=O)CSc1ncnc2c1cnn2CCc1ccccc1
  -4	-1	-26	-0.4	5	-6	105	-5	102
CCCC(=O)n1nc(-c2ccco2)nc1SCc1ccccc1
  -1	-7	6	-1.1	1	8	105	1	100

# 3 entries out of the list, arranged by heavy-atom count, ascending.
# Values run as follows: PHOSPHO1 block	DNA FID counter	NALP1 inh	OXTR ag	MEKK2 mut-MEK5	PfM18AAP inh	MEKK3 PB1 HTS	GPR7 antag	MEKK2 WT-MEK5
CCOc1ccc(Nc2nc3c(c(=O)[nH]2)CCCC3)cc1
  22	-9	-19	-1.0	-1	-2	95	0	95
S=C1NC[C@H](Cc2ccccc2)N1CCCCC1CCCCC1
  -33	-2	-8	-2.5	4	1	106	-22	105
CCN1C(=O)c2cccc3c(S(=O)(=O)Nc4ccc(O)c(C(=O)O)c4)ccc1c23
  20	-33	2	-0.9	5	9	97	-9	103

# (cont.)
# Values run as follows: PHOSPHO1 block	DNA FID counter	NALP1 inh	OXTR ag	MEKK2 mut-MEK5	PfM18AAP inh	MEKK3 PB1 HTS	GPR7 antag	MEKK2 WT-MEK5
Cc1ccnc(NC(=O)Nc2ccc(F)cc2)c1
  -7	-11	13	-0.8	3	7	94	-2	102
Nc1nonc1-n1nnc(C(=O)N/N=C/c2ccc(OCc3ccccc3F)cc2)c1CNc1ccccc1
  34	-14	11	-1.3	2	-2	102	-1	100
CC(C)c1ccc(S(=O)(=O)N2CCN(C(=O)C3CCCCC3)CC2)cc1
  34	-37	25	-1.6	-1	-6	99	4	97
O=C(NCC1CCCO1)C1CC(=O)N(C2CCCC2)C1 (configuration not stated)
  -12	2	0	0.9	0	-16	99	-9	100
COc1cc(C2c3sc(=O)[nH]c3SC3C(=O)N(c4ccc(C)cc4)C(=O)C32)ccc1O (configuration not stated)
  -4	-12	-7	0.5	-9	22	100	-12	97
CCCN(CCC)CCCNC(=O)c1cc2c(-c3ccc(OC)c(OC)c3)nn(C)c2s1
  -19	24	14	-1.8	14	5	104	0	120
CSC1=NCCN1C(=O)c1cccc(C(F)(F)F)c1
  18	0	-39	-0.1	8	-10	106	15	105
COc1ccc(-n2c(=O)cc(N3CCN(c4ccccc4)CC3)[nH]c2=O)cc1
  9	-12	-14	0.8	2	3	100	-7	103
Cc1cc(C)c2c(N)c(C(=O)N/N=C/c3cccnc3)sc2n1
  8	-8	nt	1.1	-37	6	59	1	67
Cc1cc(-c2ccc(NC(=O)[C@@H]3CCCC[C@@H]3C(=O)O)c(C)c2)ccc1NC(=O)[C@@H]1CCCC[C@@H]1C(=O)O
  -1	1	12	-0.7	-1	-1	100	-8	96
O=C(OC1CCOC1=O)c1cc(-c2cccc(Br)c2)nc2ccccc12 (configuration not stated)
  14	-23	8	0.5	-5	0	98	-6	99
CC(Oc1ccc(Cl)cc1Cl)C(=O)NCCN1CCOCC1 (configuration not stated)
  0	-4	4	-0.7	3	-2	103	-7	99
CSC1=C(C#N)C(c2ccc3c(c2)OCO3)C2=C(CCCC2=O)N1 (configuration not stated)
  -35	-3	-2	-0.5	1	4	105	-1	99
O=C(NC1=NCCS1)c1cccc(N2C(=O)c3ccccc3C2=O)c1
  4	-4	1	-0.8	-10	-2	96	-11	99
COc1ccc(C)cc1NS(=O)(=O)c1ccc(Br)s1
  22	-12	0	-1.2	2	-6	102	-9	100
CC(=O)c1cccc(NC(=O)CCCCCn2nnc3ccccc3c2=O)c1
  -3	-30	22	nt	1	-7	98	3	98
O=C(O)c1cccc(NC(=O)c2ccc(COc3ccc(Cl)cc3)cc2)c1
  34	-22	-18	0.1	8	-1	103	-13	105
COc1ccc(Cl)cc1NC(=S)NNC(=O)c1cccnc1
  -10	-3	8	0.6	-9	-5	94	-5	90
Nc1cccc2c1C(=O)N(C(=O)/C=C/c1ccc(F)cc1)C2=O
  -20	3	9	0.3	1	-2	105	-17	99
Cc1ccc(C(=O)NCC(=O)OCC(=O)c2ccc3c(c2)NC(=O)CO3)cc1C
  -23	-19	20	-2.1	-12	1	101	-8	91
Cc1ccc(C(=O)Nn2cnnc2)cc1S(=O)(=O)N1CCOCC1
  24	-2	nt	-0.1	-21	51*	85	-6	82
CC1(C)CC(=O)C2=C(C1)NC(Nc1nc3ccccc3o1)=NC2c1ccccn1 (configuration not stated)
  -3	-10	-2	-2.4	-10	14	94	-8	82
N/C(=N\OC(=O)CCCN1C(=O)c2ccccc2C1=O)c1ccccn1
  -16	-7	5	0.4	4	-4	104	3	103
C=CCn1c(CNc2ccc(C)cc2)nnc1SCC(=O)N/N=C/c1ccc(O)cc1O
  12	-21	16	-1.6	8	11	100	-12	100
COc1ccc(C2=CC(c3cc(OC)c(OC)c(OC)c3)NC(=S)N2)cc1 (configuration not stated)
  29	-10	24	-0.1	4	-4	104	-6	110
CCN(C(=O)CSc1nnc(-c2ccc(F)cc2)c2ccccc12)C1CCS(=O)(=O)C1 (configuration not stated)
  -4	-19	12	-2.5	-6	2	102	0	95
COc1ccc(NC(=O)C(=O)NCCCO)cc1Cl
  8	-1	-11	2.8	-6	-9	100	2	94
CCONC(=NC)c1nonc1N
  8	0	19	0.4	-2	1	102	-2	98
COc1ccc(S(=O)(=O)N2CCCCC2)cc1NS(=O)(=O)c1cc(Cl)ccc1Cl
  -21	-20	34	-2.0	-2	-4	95	4	97
Cc1cccc(CN2CCC(CNC(=O)CSc3cc(=O)n(C)c4cc(Cl)ccc34)CC2)c1
  -5	5	nt	-1.9	0	1	94	-3	106
CC(C)(C)NC(=O)NC(=O)COC(=O)CCC1CCCC1
  30	-32	nt	-1.9	6	-14	103	-5	108
CC(C(=O)NC1CCCC1)N(Cc1ccco1)C(=O)c1snc(C(=O)NC2CCCC2)c1N (configuration not stated)
  -6	-28	5	-2.6	nt	7	nt	2	nt
COC(=O)C1N[C@@H]([C@@H](NC(=O)COc2ccccc2)C(=O)NCc2ccsc2)SC1(C)C (some centres not stated)
  nt	nt	nt	0.7	-2	nt	100	nt	99
CCOC(=O)c1nn(-c2cccc(C)c2)cc1C(=O)c1ccccc1
  -48	-28	23	-2.8	nt	3	nt	6	nt
CCN(Cc1cc(OC)c(OC)c(OC)c1)C(=S)Nc1cccc(SC)c1
  25	-13	11	3.7	4	3	102	-6	103
Cc1nc(C)n(CC(=O)N2CCCC(C(=O)c3ccc(C(F)(F)F)cc3)C2)n1 (configuration not stated)
  30	-6	-1	0.7	7	3	99	-12	104
O=C1CCCc2c1nc(-c1cccc(Cl)c1)n2O
  32	-2	23	1.1	-1	10	97	14	101

# Entries above that contain an aryl thioether with sulfur outside any ring, in the order listed:
# Values run as follows: PHOSPHO1 block	DNA FID counter	NALP1 inh	OXTR ag	MEKK2 mut-MEK5	PfM18AAP inh	MEKK3 PB1 HTS	GPR7 antag	MEKK2 WT-MEK5
O=C(CSc1nnc(CNC(=O)c2ccco2)o1)Nc1ccc(Cl)cc1
  4	-2	18	-0.3	2	-1	101	-14	104
Cc1c(Cl)cccc1NC(=O)CSc1ncnc2c1cnn2CCc1ccccc1
  -4	-1	-26	-0.4	5	-6	105	-5	102
CCCC(=O)n1nc(-c2ccco2)nc1SCc1ccccc1
  -1	-7	6	-1.1	1	8	105	1	100
C=CCn1c(CNc2ccc(C)cc2)nnc1SCC(=O)N/N=C/c1ccc(O)cc1O
  12	-21	16	-1.6	8	11	100	-12	100
CCN(C(=O)CSc1nnc(-c2ccc(F)cc2)c2ccccc12)C1CCS(=O)(=O)C1 (configuration not stated)
  -4	-19	12	-2.5	-6	2	102	0	95
Cc1cccc(CN2CCC(CNC(=O)CSc3cc(=O)n(C)c4cc(Cl)ccc34)CC2)c1
  -5	5	nt	-1.9	0	1	94	-3	106
CCN(Cc1cc(OC)c(OC)c(OC)c1)C(=S)Nc1cccc(SC)c1
  25	-13	11	3.7	4	3	102	-6	103
